Assay outcomes as filed in PubChem BioAssay.
Rac1 GTP hydrolysis = MgcRacGAP GTPase-activating activity inhibitors, confirmation, biochemical, ADP Hunter fluorescence; MgcRacGAP-stimulated Rac1 GTP hydrolysis, ADP Hunter fluorescence; higher % means a stronger effect; GST-tagged Rac1 F28L mutant substrate; inhibition, % at 30 µM, or IC50 in µM where a hit was titrated; 340,000 tested, 0.6% active; AID 624330, 2012;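 active = first-screen hits whose inhibition reached a set limit at any dose in the follow-up dose series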;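 note: fluorescence reports GDP produced by GAP-driven GTP hydrolysis; strong numbers were not always called active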
* = called active by the depositor. Some of the compounds tested (hit frequency here may not be typical).

C[C@H](CO)N1C[C@H](C)[C@@H](CN(C)C(=O)Nc2ccc(C(F)(F)F)cc2)Oc2c(NC(=O)C3CCCCC3)cccc2C1=O was read as Rac1 GTP hydrolysis 5.8%.
`CCC(=O)c1ccc(OCC(=O)NC2CCN(Cc3ccccc3)CC2)cc1` gave Rac1 GTP hydrolysis 4.3%.
`CS(=O)(=O)c1ccc(Cl)c(NC(=O)CSc2nnc3n2CCCCC3)c1` gave Rac1 GTP hydrolysis -6.6%.
`COC(=O)C[C@H]1C[C@H]2c3cc(NC(=O)Nc4ccc(C(F)(F)F)cc4)ccc3O[C@H]2[C@@H](CO)O1` gave Rac1 GTP hydrolysis -0.8%.
For Cc1ccccc1N=C(N)Nc1ccccc1C the results were Rac1 GTP hydrolysis 8.9%.
For O=C(COC(=O)c1ccc(F)cc1)NCc1ccc(F)cc1 the results were Rac1 GTP hydrolysis -32.2%.
Cc1cccc(-n2c(C)nc3cc(C(=O)NCCN4CCOCC4)ccc32)c1 was read as Rac1 GTP hydrolysis 10.0%.
`CCOc1cc(C(=O)NCc2ccc(F)cc2)ccc1OCC(=O)N1CCCCC1` gave Rac1 GTP hydrolysis 4.1%.
For O=S(=O)(Nc1cc(Cl)ccc1-n1cncn1)c1cc(Br)ccc1Br the results were Rac1 GTP hydrolysis 9.4%.
Screening O=C(Cc1ccsc1)OCC(=O)c1ccccc1 returned Rac1 GTP hydrolysis -3.8%.
CCCCN(C(=O)c1ccc(-c2ccc(Cl)cc2)o1)c1c(N)n(CCC)c(=O)[nH]c1=O was read as Rac1 GTP hydrolysis 9.4%.
`C=CC[C@H](CC(=O)N(CCO)Cc1ccccc1)C(=O)N[C@H](C)COC(=O)[C@@H](CC=C)CC(=O)OC(C)(C)C` gave Rac1 GTP hydrolysis 10.8%.
For O=C(Cc1ccc(NC(=O)C2CCCN(C(=O)C3CCCC3)C2)cc1)Nc1ccc(C(=O)N2CCOCC2)cc1 (centres undefined) the results were Rac1 GTP hydrolysis 9.6%.
Screening O=C1c2ccccc2C(=O)c2cc(N3CCCCC3)ccc21 returned Rac1 GTP hydrolysis 3.8%.
Screening COc1ccc(CN2C(=O)C(CC(=O)NCc3ccco3)CC(C(=O)N(C)C)=C2C)cc1 (centres undefined) returned Rac1 GTP hydrolysis 14.8%.
Screening CN(C)CCCn1c2c(c(SCC(=O)Nc3ccc4c(c3)OCCO4)nc1=O)CCCC2 returned Rac1 GTP hydrolysis 11.4%.
For Cc1ccc(-c2csc(NCCn3c(C)nc4cc(C(F)(F)F)ccc43)n2)cc1 the results were Rac1 GTP hydrolysis 4.2%.
Screening COc1ccc(NC(=O)c2ccc3c(c2)CCN3S(C)(=O)=O)cc1 returned Rac1 GTP hydrolysis 8.9%.
`O=C(OCC(=O)N1CCCC1=O)c1cc2ccccc2o1` gave Rac1 GTP hydrolysis 10.8%.
For CC1CCN(C(=O)CN2C(=O)C(=O)N(C(C)C)C2=O)c2ccccc2S1 (centres undefined) the results were Rac1 GTP hydrolysis 3.1%.
O=C(Nc1c(Br)cc2c(c1Br)Cc1ccccc1-2)C(Cl)Cl was read as Rac1 GTP hydrolysis 6.2%.
For CC1CCC2(CC1)NC(=O)N(CC(=O)c1ccc(CNC(=O)C(C)(C)C)s1)C2=O (centres undefined) the results were Rac1 GTP hydrolysis 6.8%.
Cc1ccc(S(=O)(=O)/N=C(/Nc2ccc(O)c(C(=O)O)c2)c2ccccc2)cc1 was read as Rac1 GTP hydrolysis 0.3%.
For COc1ccc(S(=O)(=O)N2CCN(C(=O)c3cc(C)nc4ccccc34)CC2)cc1OC the results were Rac1 GTP hydrolysis 5.2%.
For O=c1[nH]c(C(F)(F)F)nc2c1nc1n2CCC1 the results were Rac1 GTP hydrolysis -8.5%.
For O=C(Nc1ccc2c(c1)C(=O)c1ccccc1-2)c1ccccc1 the results were Rac1 GTP hydrolysis 1.0%.
`CCCCOc1ccc(C(=O)NCC(=O)NC2CCCCC2)cc1` gave Rac1 GTP hydrolysis 3.0%.
COc1cccc(CC(=O)Nc2ccc(N3CCOCC3)c(S(=O)(=O)Nc3ccccc3OC)c2)c1 was read as Rac1 GTP hydrolysis -1.1%.
`Cc1cn(CC(=O)NCc2ccc3c(c2)OCO3)c(=O)[nH]c1=O` gave Rac1 GTP hydrolysis 7.9%.
Screening CCCCn1c(N)c(N(Cc2ccccc2)C(=O)COc2ccccc2F)c(=O)[nH]c1=O returned Rac1 GTP hydrolysis 13.9%.
`Cc1noc(C)c1S(=O)(=O)Nc1ccc2c(c1)C(=O)N([C@H](C)CO)C[C@H](C)[C@@H](CN(C)C(=O)Nc1ccc(C(F)(F)F)cc1)O2` gave Rac1 GTP hydrolysis 7.3%.
O=C(C[C@@H]1C/C=C\CC[C@H](Cc2ccc(F)cc2)C(=O)OC[C@@H](Cc2ccccc2)NC1=O)NCCO was read as Rac1 GTP hydrolysis 10.8%.
For CCC1(c2ccccc2)NC(=O)N(CC(=O)N(c2ccccc2)C2CCS(=O)(=O)C2)C1=O (centres undefined) the results were Rac1 GTP hydrolysis 5.7%.
`CCCc1cc(=O)[nH]c(SCC(=O)Nc2ccc(OCc3ccccc3)cc2)n1` gave Rac1 GTP hydrolysis 4.0%.
Screening CCN(C(=O)CSc1nnc(-c2ccc(OC)cc2)n1N)c1c(N)n(Cc2ccccc2)c(=O)[nH]c1=O returned Rac1 GTP hydrolysis 4.4%.
Screening COc1ccc(C(CNC(=O)c2cc(S(=O)(=O)Nc3cccc(C)c3)ccc2C)N2CCOCC2)cc1 (centres undefined) returned Rac1 GTP hydrolysis 2.2%.
O=C(NCCNc1ccc([N+](=O)[O-])cc1)c1ccccc1Cl was read as Rac1 GTP hydrolysis 0.1%.
`CCOC(=O)Cc1csc(SCC(=O)Nc2ccc(C)cc2F)n1` gave Rac1 GTP hydrolysis 7.8%.
For Clc1ccc(CN2CC[C@H]3C=CCc4cccc(c43)C2)cc1 the results were Rac1 GTP hydrolysis -1.1%.
For COc1ccccc1CN1CCNC(=O)C1CC(=O)NCCCN1CCOCC1 (centres undefined) the results were Rac1 GTP hydrolysis 5.6%.
Screening Cc1ccc(C(C)C)c(OCC(=O)OCC(=O)NC2CC2)c1 returned Rac1 GTP hydrolysis -0.6%.
Screening CC(C)C[C@@H](CN)NC(=O)c1nc[nH]c1C(=O)N[C@@H](C)C(=O)CNC[C@H](C)NC(=O)c1nc[nH]c1C(=O)N[C@@H](CC(=O)O)C(=O)O returned Rac1 GTP hydrolysis 5.0%.
For O=[N+]([O-])c1ccc(Cl)c(S(=O)(=O)NC2=NCCC2)c1 the results were Rac1 GTP hydrolysis 0.9%.
For Cc1ccc(S(=O)(=O)N2CCN(C(=O)N3CCCCC3)CC2)c(C)c1 the results were Rac1 GTP hydrolysis 13.4%.
`COc1ccccc1C(=O)N(C)CC(=O)Nc1ccc(N2CCOCC2)cc1` gave Rac1 GTP hydrolysis 9.3%.
Screening CN(CC(=O)NCCN1CCOCC1)S(=O)(=O)c1ccc(Cl)cc1 returned Rac1 GTP hydrolysis 3.0%.
`Cc1ccc(-c2nnc(SCC(=O)NCCN3C(=O)CSC3=O)n2C)cc1` gave Rac1 GTP hydrolysis 1.3%.
Screening CCC(=O)Nc1ccc(C(=O)COC(=O)c2sc(C)nc2C)cc1 returned Rac1 GTP hydrolysis 8.0%.
Screening CN1CCN(S(=O)(=O)c2cccc(C#N)c2)C(c2ccccc2)C1 (centres undefined) returned Rac1 GTP hydrolysis -1.1%.
For COc1ccc([C@H]2CC(=O)C=C(c3ccc(-c4ccccc4)c(F)c3)C2)cc1OC the results were Rac1 GTP hydrolysis 9.3%.
For COc1ccc(S(=O)(=O)N2CCCCCC2)cc1NC(=O)CCCOc1ccccc1 the results were Rac1 GTP hydrolysis 8.8%.
For Cc1cc2c(c(CO)c1CCO)C(=O)[C@@H](C)[C@@H]2O the results were Rac1 GTP hydrolysis 6.6%.
`COc1ccc(S(=O)(=O)N2CCCCCC2)cc1C(=O)NCc1ccc(C)cc1` gave Rac1 GTP hydrolysis 2.7%.
Screening O=c1cc(-c2ccccc2)n(S(=O)(=O)c2ccc3ccccc3c2)o1 returned Rac1 GTP hydrolysis 6.4%.
For O=C(CC(=O)N1CCOCC1)N1CCOCC1 the results were Rac1 GTP hydrolysis 5.2%.
CC1CCCCN1C(=O)CN1C(=O)NC2(CCCCC2C)C1=O (centres undefined) was read as Rac1 GTP hydrolysis 0.6%.
Screening COc1cccc(-c2nnc(SCC(=O)NC3CCS(=O)(=O)C3)n2C)c1 (centres undefined) returned Rac1 GTP hydrolysis 3.5%.
Cc1cc(=O)oc2c(CN3CCCCC3)c(O)ccc12 was read as Rac1 GTP hydrolysis 2.3%.
Screening CC(=O)C(Cc1ccccc1)NC(=O)COC(=O)c1cc(S(=O)(=O)N2CCOCC2)ccc1F (centres undefined) returned Rac1 GTP hydrolysis 14.5%.
`CCOc1ccc(S(=O)(=O)N2CCN(C(=O)c3ccc(C)c(S(=O)(=O)N4CCOCC4)c3)CC2)cc1` gave Rac1 GTP hydrolysis 5.9%.
For CCOC(=O)[C@H]1[C@H]2COc3ccc(Cl)cc3[C@@H]2N2C(=O)CN(Cc3ccccc3)C(=O)[C@@]12C the results were Rac1 GTP hydrolysis 4.8%.
For O=C(C[C@@H]1C[C@@H]2c3cc(NS(=O)(=O)c4ccc(F)cc4)ccc3O[C@@H]2[C@@H](CO)O1)NC1CCCCC1 the results were Rac1 GTP hydrolysis 7.4%.
For Cc1cc(C)nc(SCC(=O)NNS(=O)(=O)c2ccc(C#N)cc2)n1 the results were Rac1 GTP hydrolysis 7.2%.
`CCOC(=O)C1=CN(Cc2ccco2)S(=O)(=O)N(C)C1c1ccc2ccccc2c1` (centres undefined) gave Rac1 GTP hydrolysis 2.4%.
Screening CC[C@@H]1C=C(C(=O)O)[C@H](c2ccc(OC)c(OC)c2)N1S(=O)(=O)c1ccc(C)cc1 returned Rac1 GTP hydrolysis 8.1%.
`COc1ccc(N2CCN(C(=O)c3ccc(CS(=O)c4cccc(Cl)c4)o3)CC2)cc1` (centres undefined) gave Rac1 GTP hydrolysis 326µM*.
For CCC[C@H]1CN(Cc2cccnc2)C(=O)[C@@H]1CC(=O)Nc1ccc(Br)cc1 the results were Rac1 GTP hydrolysis 17.1%.
COc1ccc(/C=C/c2nc3sc4c(c3c(=O)o2)CCC4)cc1 was read as Rac1 GTP hydrolysis 16.4%.
For O=C(CN1CCN(c2ccc(O)cc2)CC1)NCC(=O)Nc1ccc(F)c(F)c1F the results were Rac1 GTP hydrolysis 47µM*.
Screening CN(CC(=O)NCC1COc2ccccc2O1)S(=O)(=O)c1ccc(Cl)cc1 (centres undefined) returned Rac1 GTP hydrolysis -4.7%.
`CC(=O)Nc1cc(C)ns1` gave Rac1 GTP hydrolysis 4.6%.
Screening C[C@H]1CN([C@@H](C)CO)C(=O)c2cccc(NC(=O)C3CC3)c2O[C@H]1CN(C)Cc1ccncc1 returned Rac1 GTP hydrolysis 4.8%.

Ordered by heavy-atom count (largest number first): part of the list above.
Screening C[C@H]1CN([C@@H](C)CO)C(=O)c2cccc(NC(=O)C3CC3)c2O[C@H]1CN(C)Cc1ccncc1 returned Rac1 GTP hydrolysis 4.8%.
For O=C(CN1CCN(c2ccc(O)cc2)CC1)NCC(=O)Nc1ccc(F)c(F)c1F the results were Rac1 GTP hydrolysis 47µM*.
For CCC[C@H]1CN(Cc2cccnc2)C(=O)[C@@H]1CC(=O)Nc1ccc(Br)cc1 the results were Rac1 GTP hydrolysis 17.1%.
COc1ccc(/C=C/c2nc3sc4c(c3c(=O)o2)CCC4)cc1 was read as Rac1 GTP hydrolysis 16.4%.

Returning to the listing with the 2 entries that preceded the break.
`CC(=O)Nc1cc(C)ns1` gave Rac1 GTP hydrolysis 4.6%.
Screening C[C@H]1CN([C@@H](C)CO)C(=O)c2cccc(NC(=O)C3CC3)c2O[C@H]1CN(C)Cc1ccncc1 returned Rac1 GTP hydrolysis 4.8%.
For COC(=O)[C@@H]1OC(=O)[C@H]2O[C@@]23[C@@]1(C)CC[C@@H]1[C@@]2(C)C=CC(=O)OC(C)(C)[C@@H]2CC(=O)[C@]13C the results were Rac1 GTP hydrolysis 9.3%.
O=C(CC1CCCC1)Nc1cc(S(=O)(=O)N2CCOCC2)ccc1O was read as Rac1 GTP hydrolysis 12.4%.
For CCCCCC(=O)N1C[C@H](O)[C@@H](n2cc(C3CC3)nn2)C[C@@H]1c1ccc(Cl)cc1 the results were Rac1 GTP hydrolysis 6.2%.
`CC1CCCCC12NC(=O)N(CC(=O)NCc1ccccc1Cl)C2=O` (centres undefined) gave Rac1 GTP hydrolysis 7.4%.
Cc1ccccc1CNC(=O)C(=O)NCC1CCCN1S(=O)(=O)c1cccs1 (centres undefined) was read as Rac1 GTP hydrolysis 4.3%.
O=S(=O)(c1ccc(SCCO)nc1)N1CCOCC1 was read as Rac1 GTP hydrolysis 5.4%.
Screening COc1ccc2[nH]c3c(c2c1)CCN1C(=O)C(CC(=O)NCc2ccco2)C[C@H](C(=O)N2CCCCC2)[C@@]31CCc1ccccc1 (some centres undefined) returned Rac1 GTP hydrolysis 11.7%.
Screening Cn1cccc1C(=O)NC(=O)COC(=O)c1ccc(S(C)(=O)=O)cc1 returned Rac1 GTP hydrolysis -1.8%.
`CC(=O)c1c(O)c(C)c(O)c2c1OC1=CC(=O)/C(=C(/C)N)C(=O)C12C` (centres undefined) gave Rac1 GTP hydrolysis 2.8%.
Screening Cc1ccc(S(=O)(=O)NCCCCCCNS(=O)(=O)c2ccc(C)cc2)cc1 returned Rac1 GTP hydrolysis 7.2%.
`Cn1ccnc1SCC(=O)NCC(=O)Nc1ccc(F)c(F)c1F` gave Rac1 GTP hydrolysis 0.5%.
For COc1ccc(C(=O)N2CCOC2CNC(=O)C(=O)NCc2ccccc2)cc1 (centres undefined) the results were Rac1 GTP hydrolysis 13.7%.
